Screens (PubChem BioAssay)
Pf growth 96h = P. falciparum growth inhibition at 96 hours. Potency, µM (highest dose often 28.7 µM), inactives show top-dose activity change, negative = inhibition, actives largely listed as inhibitors. P. falciparum luciferase reporter growth, 96 h. AID 504834. 320,000 compounds, 6.9% hits; note: potency is the fitted concentration of half-maximal effect; % is set by controls: 0 for no effect and ±100 for the full control effect
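Infected RBCs, 2% Hct / 0.05% parasitemia final; luciferase-reporter P. falciparum; cpd 96 h, 37 C, 5% CO2; luciferase detection reagent; luminescence.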
Pf growth 48h = inhibits P. falciparum growth in the first generation, 48 h; P. falciparum luciferase growth in erythrocytes, 48 h; Potency, µM (highest dose often 28.7 µM), for inactives: top-dose activity change, negative = inhibition, most hits filed as inhibitors; 310,000 compounds, 5.9% hits; AID 504832; note: potency is the fitted concentration of half-maximal effect; % is set by controls: 0 for no effect and ±100 for the full control effect
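Here the parasites carry a stable luciferase gene and grow inside erythrocytes in Albumax-based RPMI medium with compound for one erythrocytic cycle. Activity is scored as loss of luminescent signal.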
Cycloheximide cs = counter-screen hit for Shiga toxin inhibitors, cycloheximide; cell reporter, cycloheximide protein synthesis inhibition counterscreen; max response, %; 300,000 compounds, 12% hits; in the data active = max response mostly above about 13%, no sharp cut-off; inactive = mostly below about 14%; note: read at 38.3 µM for the half of the compounds with a filed dose; 0% is about no effect
AMA1-RON2 inh = inhibitors of Plasmodium falciparum AMA1-RON2 interaction; Potency, µM (highest dose often 58.2 µM), inactives show at the highest dose activity change, negative = inhibition, usual class: inhibitors; AID 720542; 360,000 compounds, 0.2% hits; AlphaScreen AMA1-biotinylated RON2 peptide binding;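 note: potency is the fitted concentration of half-maximal effect; 0% = vehicle wells and -100% = peptide control; nearly all actives have a fitted effect of over 45% in size; some results filed as inactive show a strong effect at the top dose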
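AMA1 (3D7) with his tag at 25 nM final met compounds first, then biotinylated RON2 peptide at 25 nM; detection used donor plus acceptor beads, 10 µg/mL apiece, read by AlphaScreen after 30 min at room temperature.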
LmPK inhibitor = inhibitors of Leishmania mexicana pyruvate kinase | Q27686 | purified LmPK, Kinase-Glo ATP luminescence, 1 h | Potency, µM (doses to about 57.5 µM), for inactives: top-dose activity change, negative = inhibition, actives largely listed as inhibitors | 290,000 compounds, 0.37% hits | AID 1721; note: potency is the fitted concentration of half-maximal effect; % is set by controls: 0 for no effect and ±100 for the full control effect
Target sequence (Q27686 whole entry, looked up): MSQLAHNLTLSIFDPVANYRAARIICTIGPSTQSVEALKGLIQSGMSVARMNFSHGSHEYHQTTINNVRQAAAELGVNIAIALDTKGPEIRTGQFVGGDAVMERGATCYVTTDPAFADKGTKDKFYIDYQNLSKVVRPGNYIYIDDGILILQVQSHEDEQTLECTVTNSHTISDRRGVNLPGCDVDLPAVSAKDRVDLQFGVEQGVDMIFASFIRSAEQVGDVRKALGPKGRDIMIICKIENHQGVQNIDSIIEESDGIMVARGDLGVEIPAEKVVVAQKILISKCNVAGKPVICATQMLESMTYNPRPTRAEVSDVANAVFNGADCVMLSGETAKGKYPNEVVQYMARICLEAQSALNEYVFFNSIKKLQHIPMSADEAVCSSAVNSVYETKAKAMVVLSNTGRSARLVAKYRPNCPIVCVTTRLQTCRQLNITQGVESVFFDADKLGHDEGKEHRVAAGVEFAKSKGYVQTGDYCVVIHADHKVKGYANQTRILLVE
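In 50 mM imidazole pH 7.2 with 7 mM MgCl2, LmPK (0.1 nM) turned over PEP (0.5 mM) and ADP (0.1 mM) for 1 h at room temperature. Luciferase read-out of ATP.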
Shiga inhibitor = Shiga toxin inhibition | Vero cells, Shiga toxin protein synthesis inhibition reporter | inhibition, % at 38.7 µM | 290,000 compounds, 9.2% hits | AID 2315; in the data active = inhibition mostly above about 28%, no sharp cut-off; inactive = mostly below about 43%; note: 0% is about no effect
Tb PYK inh = inhibitors of Trypanosoma brucei pyruvate kinase; AID 624173; TbPYK enzyme, Kinase-Glo Plus ATP luminescence, 45 min; Potency, µM (highest dose often 76.8 µM), inactives show at the top dose activity, negative = inhibition, actives largely listed as inhibitors; Q57TT1; 410,000 compounds, 0.12% hits; note: potency is the fitted concentration of half-maximal effect; % is set by controls: 0 for no effect and ±100 for the full control effect; nearly all actives have a fitted effect of over 50% in size
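Luminescent Kinase-Glo Plus end-point after 45 min room-temperature reaction of T. brucei pyruvate kinase started with 130 uM ADP (final). Buffer TEA 50 mM pH 7.2 with KCl, MgCl2, BSA, Tween-20; titration-based qHTS with fitted concentration-effect curves.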
* = called active by the depositor; ? = inconclusive; / = no result given; & = joins results of further samples; [ ] = remark or other dose. Unless noted, calls come from the whole dose curve; as a rule, active = well fitted curve in the direction sought with a large enough effect; inconclusive = small, poorly fitted or top-dose-only effect, or another doubt; inactive = no such curve, though single readings can be large; an effect the other way counts as inactive or inconclusive.

SMILES	Pf growth 96h	Pf growth 48h	Cycloheximide cs	AMA1-RON2 inh	LmPK inhibitor	Shiga inhibitor	Tb PYK inh
COC(=O)c1ccc(C(C2C(=O)CC(C)(C)CC2=O)C2C(=O)CC(C)(C)CC2=O)cc1	?	?	1	6%	3%	-5	-3%
C/C(CC(=O)NCc1ccco1)=N\NC(=O)Cc1ccccc1	?	-6%	15	24%	1%	-23	4%
O=C(NCCCN1CCc2ccccc2C1)Nc1ccc(Br)cc1	?	/	23*	-8%	3%	-9	-16%
Cc1ccc(S(=O)(=O)c2nnn3c2nc(NCCCN2CCCC2=O)c2ccccc23)cc1C	?	?	-2	-10%	0%	1	0%
Cc1ccc(C)c2[nH]c(=O)c(CN(CCN3CCCC3)C(=O)Nc3ccc(F)cc3)cc12	?	4.1µM*	-4	-2%	1%	-3	1%
NC(=O)c1ccc(NC(=O)Cn2c(=O)n(-c3ccccc3)c(=O)c3oc4ccccc4c32)cc1	13%	-5%	7	24%	0%	-1	7%
COc1ccc(C(=O)NC(C)c2nc3ccccc3[nH]2)cc1OC (centres undefined)	?	5%	-2	20%	-2%	2	16%
COc1cc(OC)cc(C(=O)NCCCn2ccnc2)c1	31%[activator]	18%	-2	-6%	0%	14	0%
CC(C)CC(=O)O/N=C1\C(=O)N(Cc2ccc(Cl)cc2)c2ccc([N+](=O)[O-])cc21	5.2µM*	?	-3	/	-3%	-8	/
CCn1c(COc2ccccc2C)nnc1SCC(=O)NCc1ccccc1	/	-21%	-7	0%	3%	-14	4%
Cc1cc(C)n(S(=O)(=O)/C=C/c2ccccc2)n1	9%[5.75 µM]	-21%	11	-16%	0%	17	-15%
CN(CCO)S(=O)(=O)c1ccc2c(c1)C(=NN)c1cc(S(=O)(=O)N(C)CCO)ccc1-2	2%	-12%	-4	-3%	0%	-3	-2%
O=C(Nc1ccc(F)cc1)C1CCN(S(=O)(=O)c2cccs2)CC1	33%[5.75 µM]	?	6	-5%	3%	13	-3%
CCC(C)Sc1nc2c([nH]c3ccccc32)c(=O)n1C (centres undefined)	?	?	0	-6%	5%	-7	1%&2%
Cc1cc(C)c2c(SC(C)C)nc(N)nc2n1	32%[activator]	-5%	-5	4%	0%	-12	3%
Cc1c(C(=O)OCC(=O)Nc2c(C)n(C)n(-c3ccccc3)c2=O)oc2ccccc12	?	-3%	-2	5%	-1%	4	0%
CCc1ccc(NC(=S)N(CCN2CCOCC2)Cc2ccccc2F)cc1	-11%	-21%	10	-6%	0%	34	-1%
COc1cccc(OC)c1/C(O)=C(\C#N)c1nc2ccccc2[nH]1	?	?	-4	31%[activator]	-1%	-14	9%
Cc1nc(SCC(=O)c2c(C)[nH]c3ccccc23)c2c(=O)n(C)c(=O)n(CC(C)C)c2n1	?	-17%	1	/	8%	13	/
CC(=O)C1=C(O)C(=O)N(CCC(=O)O)C1c1ccccc1[N+](=O)[O-] (centres undefined)	23%	-2%	17	3%	-4%	-8	-1%
O=[N+]([O-])c1cc(-c2n[nH]c(-c3ccccc3)n2)cc([N+](=O)[O-])c1	10%	47%[activator]	5	-3%	7%	5	2%
COC(=O)C(=Cc1ccc(OCc2ccc([N+](=O)[O-])cc2)c(OC)c1)C(=O)OC	-2%	?	24*	3%	-3%	42*	1%
O=C(N=Nc1c(O)[nH]c2ccc([N+](=O)[O-])cc12)c1ccccc1Cl	43%[activator]	20%	-2	5%	10%	10	3%
COC(=O)c1ccc(OCC(O)CN2C(=O)NC(C)(C)C2=O)cc1 (centres undefined)	/	18%	-1	7%	3%	-8	8%
Cc1nc2ccc(N3C(=O)CCC3=O)cc2[nH]1	51%[activator]	2%	5	-4%	4%	-6	4%

The results go on.
SMILES	Pf growth 96h	Pf growth 48h	Cycloheximide cs	AMA1-RON2 inh	LmPK inhibitor	Shiga inhibitor	Tb PYK inh
COc1cc(CC(=O)OCC(=O)NC2CCCCC2)cc(OC)c1OC	1%	-4%	6	0%	-1%	-4	-5%
CCOC(=O)NC(=O)CSc1nc2ccc(OCC)cc2[nH]1	10%	19%	-3	-10%	5%	-9	-5%
CCCN1Cc2cccc(C(=O)Nc3ccc(CN4CCCC4)cc3)c2C1=O	/	9.3µM*	-3	-10%[11.6 µM]	6%	-10	-2%
O=C(CCCc1ccccc1)Nc1ccc(Br)cc1F	7%	46%[activator]	55*	23%	7%	/	?
CNC(=O)NC(=O)CSc1nc(-c2cccs2)c(C#N)c(=O)[nH]1	0%	1%	-1	-1%	1%	-13	3%
Cc1ccc(C2c3sc(=O)[nH]c3SC3C(=O)NC(=O)C32)cc1 (centres undefined)	0%	-3%	3	0%	-3%	-4	-3%
CCC(CO)(C(=O)OC1C[N+]2(C)CCC1CC2)c1ccccc1 (centres undefined)	?	4%	-1	-8%	1%	-10	-5%
COc1ccc(/C=N\NC(=O)CNC(=O)C(c2ccccc2)c2ccccc2)cc1[N+](=O)[O-]	-13%	8%	-4	-2%	0%	-13	-9%
N#Cc1cc(N)c(Nc2ccccc2)cc1C#N	?	46%[activator]	-3	-11%	2%	-6	-1%
CN(c1ccccc1)S(=O)(=O)c1ccc(C(=O)Nc2ncccc2O)cc1	9.3µM*	6.6µM*	/	74%[activator]	/	/	-2%
CCOC(=O)C1=NOC(CNC(=O)c2c(-c3ccccc3Cl)noc2C)C1 (centres undefined)	3%	-2%	-1	-4%	6%	7	2%
COc1ccccc1Nc1nnc(SCc2cc(=O)n3cc(C)ccc3n2)s1	?	-17%	2	-11%	4%	-9	-8%
Cc1ccc(-c2cc(C(=O)N3CCCCCC3)no2)cc1	?	255%[activator]	48*	-19%	-3%	102*	-18%
Cc1ccc(OCCCCN2CCCCC2)cc1	-21%	50%[activator]	1	6%	-2%	-1	3%
Cc1nn(-c2ccccc2)c(/N=C/c2ccc(O)cc2)c1-c1ccccc1	31%[activator]	86%[activator]	27*	-2%	4%	45	1%
C=C1C(=O)[C@@]23[C@H](O)C[C@@H]4C(C)(C)CC[C@H](O)[C@@]4(C)[C@@H]2CC[C@@H]1[C@H]3O	?	15µM*	-7	19%	0%	-15	-3%
CCOc1ccc(-n2c(C)c(C(C)=O)c3cc(O)ccc32)cc1	15%	-18%	2	0%	3%	1	1%
O=C(NCc1ccncc1)c1cccc(S(=O)(=O)Nc2ccc(SC(F)F)cc2)c1	9%	4%	/	16%	/	/	-9%
O=C(Cn1cnc(Cl)c1Cl)c1ccccc1	44%[activator]	?	-2	-1%	13%	-3	1%
Cc1ccc(-c2noc(CNC(=O)COc3ccccc3C)n2)cc1	-14%	16%	-2	11%	6%	-8	-18%
COc1cccc(CC(=O)N2CCCC(CO)(Cc3ccc(F)cc3F)C2)c1 (centres undefined)	8.3µM*	-9%	3	-3%	1%	12	0%
Cc1ccc(S(=O)(=O)N2CCOC2CNC(=O)C(=O)NCCc2ccccc2)cc1 (centres undefined)	-5%	29%	6	15%	6%	-5	6%
CCN(CC)S(=O)(=O)c1ccc2c(c1)nc(CCC(=O)Nc1ccc3c(c1)OCO3)n2C	9.3µM*	?	1	14%	2%	-2	6%
Cc1ccccc1-c1nnc(SCC(=O)NCC2CCCO2)o1 (centres undefined)	?	6%	/	15%	/	/	0%
CNS(=O)(=O)c1cccc(C(=O)Nc2cccnc2)c1	/	1%	-5	-4%	0%	-16	2%

One compound at a time (already shown). Order of values: Pf growth 96h | Pf growth 48h | Cycloheximide cs | AMA1-RON2 inh | LmPK inhibitor | Shiga inhibitor | Tb PYK inh
`Cc1ccc(-c2cc(C(=O)N3CCCCCC3)no2)cc1` across the screens: ? | 255%[activator] | 48* | -19% | -3% | 102* | -18%
`CCCN1Cc2cccc(C(=O)Nc3ccc(CN4CCCC4)cc3)c2C1=O` across the screens: / | 9.3µM* | -3 | -10%[11.6 µM] | 6% | -10 | -2%
`CC(=O)C1=C(O)C(=O)N(CCC(=O)O)C1c1ccccc1[N+](=O)[O-]` (centres undefined) across the screens: 23% | -2% | 17 | 3% | -4% | -8 | -1%
`NC(=O)c1ccc(NC(=O)Cn2c(=O)n(-c3ccccc3)c(=O)c3oc4ccccc4c32)cc1` across the screens: 13% | -5% | 7 | 24% | 0% | -1 | 7%

Continuation:
SMILES	Pf growth 96h	Pf growth 48h	Cycloheximide cs	AMA1-RON2 inh	LmPK inhibitor	Shiga inhibitor	Tb PYK inh
CCOc1ccc(C(=O)Nc2ccc3c(c2)C(=O)NC3=O)cc1	60%[activator]	13%	-2	2%	-5%	16	-5%
O=C1CCN(Cc2ccccc2)S(=O)(=O)c2ccc(C(F)(F)F)cc21	-13%	?	/	19%	/	/	-6%
Cc1ccc(C(=O)/C=C/c2ccc3c(c2)OCO3)o1	0%	48%[activator]	49*	-14%	?	52*	-4%
CCc1c(C)nc(N)nc1N1N=C1SC	?	/	-2	4%	0%	-9	3%
CCn1ccnc1C(O)c1ccc(N(C)C)cc1 (centres undefined)	-4%	91%[activator]	3	-6%	8%	24	7%
CC(C)c1nc(SCC(=O)Nc2ccc3c(c2)OCO3)n[nH]1	/	17%	2	0%	-1%	-12	-2%
CCOC(=O)c1c(C)n(OCc2ccccc2)c2ccc3c(no[n+]3[O-])c12	/	-8%	1	-4%	6%	-2	6%
O=C(c1ccccc1)N1CCN(c2ccc([N+](=O)[O-])c(NCc3cccnc3)c2)CC1	?	9.3µM*	-7	-5%	5%	-9	-11%
Cc1ccc(C)c(C(=O)NC2CC(C)(C)NC(C)(C)C2)c1	3%	6%	0	1%	-2%	1	-1%
Cc1ccc(C(=O)C(C)OC(=O)CN2C(=O)NC3(CCCC3)C2=O)cc1 (centres undefined)	62%[activator]	36%[activator]	/	-12%	/	/	0%
O=C(CN1C(=O)NC(Cc2c[nH]c3ccccc23)C1=O)Nc1cccc(S(=O)(=O)N2CCOCC2)c1 (centres undefined)	9.3µM*	?	-2	-1%	3%	-5	2%
Cc1cc(C)c(NC(=O)c2ccc(S(=O)(=O)N(C)C)cc2)c(C)n1	/	-14%	-2	-2%	-6%	-3	-2%
CCOc1ccccc1N=C1SC(CC(=O)Nc2ccc(OC)cc2OC)C(=O)N1CCC1=CCCCC1 (centres undefined)	4.1µM*	?	4	-14%	4%	-6	-2%
Cc1cc(C(=O)NCC(=O)Nc2c(C)cccc2C)c2ccccc2n1	-16%	-14%	/	-3%	/	/	-10%
O=C(Nc1ccc(N2CCCCC2)cc1)c1ccccn1	23%	-28%	-8	0%	7.9µM*	-21	?
NC(=O)COC(=O)c1ccc2c(c1)S(=O)(=O)c1ccccc1C2=O	4%	1%	-1	-15%	-6%	16	-3%
O=c1c2c3c(sc2ncn1/N=C/c1ccccc1)CCCC3	-29%	111%[activator]	19*	3%	0%	64*	3%
N#CCC(=N)N1CCN(c2ccccc2)CC1	?	?	13	-8%	-1%	53*	1%
CCOC(=O)Oc1ccc2c(=O)c(Oc3cc(C)cc(C)c3)coc2c1	26%	20%	1	-4%	0%	-17	4%
O=C1C=C(c2ccc(Cl)c(C(F)(F)F)c2)C[C@@H](c2ccc(F)cc2)C1	?	?	/	0%	/	/	-2%
CCCNc1nc(OC)nc(N2CC3CC(C2)c2cccc(=O)n2C3)n1 (centres undefined)	3%	-30%	-10	4%	2%	-8	1%
CC(=O)Nc1nnc(SCC(=O)c2ccc3c(c2)Cc2ccccc2-3)s1	37%[activator]	-1%	-1	-15%	3%	-3	-11%
